# Source: PubChem BioAssay (National Center for Advancing Translational Sciences (NCATS))
# USP2a inh: USP2a (human) protease inhibition. O75604. USP2 core, Ub-CHOP2 coupled fluorogenic reporter, 485/531. Potency, µM (series often up to 38.3 µM), without a hit: at the top dose activity change, negative = inhibition, most hits filed as inhibitors. actives 0.01% (n = 330,000);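 also: potency is read from the fitted curve at half-maximal effect; plate controls were DMSO wells for no effect and full inhibition by NEM control for full effect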
#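 Deubiquitinase activity read as fluorescence (485/531 nm) after Ub-CHOP2 cleavage activates the enterokinase reporter on its substrate; USP2 core 10nM, Ub-CHOP2 and substrate 25nM each, 30min compound preincubation then 60min RT; data normalized to NEM, curves fitted.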
# B2AR arrestin: agonists driving beta-arrestin recruitment to human beta2-adrenergic receptor | Potency, µM (top dose mostly 46.1 µM), for the others: top-dose activation, actives largely listed as activators | actives 0.02% (n = 330,000) | beta-arrestin recruitment to beta2AR, cell-based reporter | AID 492947 | P07550;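 also: potency is read from the fitted curve at half-maximal effect; 0% = DMSO controls and full agonism = EC100 isoproterenol or metaproterenol; nearly all actives have a fitted effect of over 65% in size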
# FBPA coupling cs: inhibits coupling enzyme system, counter-screen for aldolase hits | coupling enzyme system counterscreen, AmpLite Red fluorescence | activity change, negative = inhibition, % at 58.2 µM, hits read low | actives 0.67% (n = 290,000) | AID 2472; in the data active = activity change below about -30%
#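 Coupling enzymes only (glyceraldehyde-3-phosphate) + compound, at 57.5 uM final, 10 min RT; add substrate/coupling/AmpLite Red mix, 20 min RT; fluorescence ex 525/em 598 nm. Actives flag coupling-system interference.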
# GALK inh: galactokinase (human) inhibition. actives 0.007% (n = 270,000). AID 1868. Potency, µM (top dose mostly 57.5 µM), for the others: at the top dose activity change, negative = inhibition, actives largely listed as inhibitors. P51570. Purified GALK, Kinase-Glo residual ATP luminescence; also: potency is read from the fitted curve at half-maximal effect
# Target sequence (P51570 whole entry, looked up): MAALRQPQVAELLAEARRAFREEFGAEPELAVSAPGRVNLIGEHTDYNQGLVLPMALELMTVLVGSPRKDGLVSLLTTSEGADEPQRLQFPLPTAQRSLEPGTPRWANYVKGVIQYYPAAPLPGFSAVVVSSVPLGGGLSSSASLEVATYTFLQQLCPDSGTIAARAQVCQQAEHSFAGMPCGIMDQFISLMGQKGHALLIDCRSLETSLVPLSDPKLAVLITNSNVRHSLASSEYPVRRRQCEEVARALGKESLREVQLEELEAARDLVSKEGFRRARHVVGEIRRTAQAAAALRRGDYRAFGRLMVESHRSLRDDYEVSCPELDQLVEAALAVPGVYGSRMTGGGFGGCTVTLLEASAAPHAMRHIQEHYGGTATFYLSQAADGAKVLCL
#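 Quantitative HTS: GALK 5 nM, ATP 35 uM, galactose 100 uM, 1 h room temperature, then luciferase-based ATP detection.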
# PKM2 activator: increases activity of human pyruvate kinase M2 | P14618 | purified PKM2, Kinase-Glo ATP luminescence, activation; response scale: 0% is enzyme alone, no compound | Potency, µM (doses to about 57.5 µM), inactives show at the top dose activation, usual class: activators | actives 0.34% (n = 260,000); also: potency is read from the fitted curve at half-maximal effect; nearly all actives have a fitted effect of over 55% in size
#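 hPK-M2, >95% pure; 0.1 mM ADP / 0.5 mM PEP final; imidazole pH7.2 buffer w/ 7 mM MgCl2, 50 mM KCl; 1 h RT; Kinase-Glo lum. Intermediate enzyme activity for dual inhibitor/activator qHTS.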
# BCR signal inh: chronic active BCR signaling inhibition; Potency, µM (doses to about 46.1 µM), for inactives: at the top dose ratio change, negative = lower green/red ratio, hits mostly inhibitors; ABC-DLBCL IkBa-CBG/CBR reporter, luminescence ratio, 4 h; actives 0.05% (n = 340,000); active = well fitted inhibition curve with a large enough effect in the signal ratio, with a control signal flat, not every such curve was filed as active; inconclusive = small, poorly fitted or top-dose-only effect, or effect the other way, or a change in a side signal; the % refers to the signal ratio;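 also: potency is read from the fitted curve at half-maximal effect; plate controls were basal doxycycline-induced cells for no effect and cells given 10 µM MG132 for full effect; MG132 reads +100%, hits lower the ratio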
#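 TMD8 ABC-DLBCL cells carrying doxycycline-inducible green luciferase fused to IkappaBalpha plus unfused red luciferase were exposed to compounds (up to 46 uM) for 4 hrs at 37C. Activity came from the overlap-corrected green/red luminescence ratio.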
# uPA surface inh: cell surface uPA generation inhibition; cell surface uPA generation assay, qHTS; Potency, µM (top dose mostly 38.3 µM), inactives show at the top dose activity change, negative = inhibition, most hits filed as inhibitors; actives 0.31% (n = 330,000); AID 540303; active = well fitted inhibition curve with a large enough effect; inconclusive = small, poorly fitted or top-dose-only effect; inactive = no such curve, though single readings can be large or run the other way; tested in mouse RAW 264.7 cells; also: potency is read from the fitted curve at half-maximal effect; nearly all actives have a fitted effect of over 55% in size
# KCNH2 WT inh: KCNH2 (human, wildtype) channel inhibition; AID 720551; actives 0.37% (n = 340,000); activity change, % at 1.84 µM; U2OS, BacMam KCNH2, thallium flux FluxOr; hits give low values;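 active = maximum activity change below -70%; inconclusive = maximum activity change between -70% and -50%; inactive = maximum activity change above -50%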
#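 U2OS cells transduced with wild-type KCNH2 virus are loaded with FluxOr dye for 45 min, and thallium flux is measured in kinetic reads before and after stimulation buffer. Rate constants are normalized to DMSO controls.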
# KCNH2 3.1 block: KCNH2 3.1 (human) potassium channel inhibition; activity change, % (tested at about 1.8 µM); actives 0.95% (n = 340,000); U2OS KCNH2 3.1, thallium flux FluxOr; hits give low values;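 active = maximum activity change below -70%; inconclusive = maximum activity change from -70% to -50%; inactive = maximum activity change above -50%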;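 also: thallium influx rate constant from kinetic fluorescence after stimulation buffer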
#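 Measured as rate of thallium-driven FluxOr signal in transduced U2OS cells carrying the 3.1 channel, read kinetically for 2 min upon stimulation; values are rate constants scaled to DMSO control wells.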
# Giardia killer: Giardia lamblia killing | Giardia lamblia trophozoite viability | activity change, % at 7.66 µM, hits read low | actives 0.15% (n = 340,000) | AID 540267; in the data active = activity change below about -80%; inconclusive = between about -30% and that limit;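 also: parasites exposed to compound for two days anaerobically before the ATP read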
#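 Compounds were tested on trophozoites seeded at 100 cells/well and held 48 hrs at 37 deg C anaerobically. An ATP-based luminescent kit measured the remaining live cells.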
# Eya2 inh: blocks the phosphatase activity of human Eya2; recombinant Eya2, OMFP fluorescence dephosphorylation (OMFP is methylfluorescein phosphate); Potency, µM (titrated, usually from 76.9 µM), inactives show at the top dose activity, negative = inhibition, usual class: inhibitors; actives 0.006% (n = 330,000); also: potency is read from the fitted curve at half-maximal effect
# Target sequence (O00167 whole entry, looked up): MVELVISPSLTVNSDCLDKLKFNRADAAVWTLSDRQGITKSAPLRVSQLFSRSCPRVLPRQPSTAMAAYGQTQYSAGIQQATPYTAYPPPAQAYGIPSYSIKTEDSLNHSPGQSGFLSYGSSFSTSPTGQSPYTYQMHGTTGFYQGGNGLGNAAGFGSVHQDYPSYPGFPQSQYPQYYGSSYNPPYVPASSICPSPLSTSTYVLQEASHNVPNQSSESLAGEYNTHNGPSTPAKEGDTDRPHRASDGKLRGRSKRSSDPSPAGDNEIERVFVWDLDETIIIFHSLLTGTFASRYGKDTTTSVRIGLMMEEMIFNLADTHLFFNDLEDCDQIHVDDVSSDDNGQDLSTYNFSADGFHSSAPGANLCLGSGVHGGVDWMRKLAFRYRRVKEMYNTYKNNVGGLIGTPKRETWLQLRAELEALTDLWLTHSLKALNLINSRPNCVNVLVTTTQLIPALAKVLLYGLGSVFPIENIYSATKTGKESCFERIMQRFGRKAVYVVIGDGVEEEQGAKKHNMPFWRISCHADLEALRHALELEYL
#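 Eya2 protein (added as 0.2 uM solution) was preincubated with compound for 10 min at ambient temperature in 50 mM HEPES pH 7.5, 50 mM NaCl, 5 uM MgCl2, 0.05% BSA, 1 mM DTT. OMFP (added at 50 uM) then reacted 10 min; fluorescence read at 485/525 nm.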
# An asterisk follows results filed as active; ? = inconclusive; / = not tested or not shown; & = joins results of further samples; [ ] = dose if it differs, or a comment. Unless noted, calls follow the shape of the dose curve; as a rule, active = well fitted curve in the direction sought with a large enough effect; inconclusive = small, poorly fitted or top-dose-only effect, or another doubt; inactive = no such curve, though single readings can be large; an effect the other way counts as inactive or inconclusive. Unless noted, % is scaled to controls: 0 for no effect and ±100 for the full control effect. Compounds as they come; any-hit rate near 2.4%.
SMILES	USP2a inh	B2AR arrestin	FBPA coupling cs	GALK inh	PKM2 activator	BCR signal inh	uPA surface inh	KCNH2 WT inh	KCNH2 3.1 block	Giardia killer	Eya2 inh
CCOc1ccc(NC(=O)CC2C(=O)N(c3cccc(OC)c3)C(=O)N2C(C)C)cc1 (configuration not stated)	0%	-0.5%	0	1%	18%	-16%	8%	-2	1	-11	-21%
CCn1cc(Br)c(C(=O)Nc2cccc(Cl)c2)n1	-1%	-0.1%	-1	3%	-8%	12%	-11%	-1	18	24	15%
COc1ccc(NC(=O)CSc2cccc3cccnc23)c(OC)c1	-2%	-0.2%	0	0%	5%	0%	4%	-9	12	6	-3%
CCN1CCN(c2ccccc2NC(=O)C(C)Oc2ccc(C(C)=O)cc2)CC1 (configuration not stated)	2%	0.3%	/	/	/	-14%	4%	19	5	-9	-7%
COc1ccc2[nH]c(O)c(NC(C)=O)c2c1	6%	-0.2%	-4	-2%	-5%	?	5%	6	18	-9	20%
CCc1nn2c(=O)cc(COc3ccc(/C=C4\C(=N)N5N=C(C)SC5=NC4=O)cc3)nc2s1	-6%	-1.2%	7	-3%	11%	-1%	9%	0	0	4	8%
CCC1(CC)C(=O)NC(=O)NC1=NCCc1ccc(O)cc1	0%	0.1%	3	1%	-1%	-28%	-1%	-3	1	7	-4%
COCCOC(=O)c1c(C)oc2ccc(NS(=O)(=O)c3ccc(C(=O)O)cc3)cc12	0%	2.6%	13	0%	2%	5%	-3%	3	0	-6	-5%
CCOC(=O)N1CCN(C(=O)Cn2c(=O)sc3ccccc32)CC1	0%	0.3%	5	0%	0%	4%	1%	-2	5	10	4%
CC(=O)NN1C(=O)/C(=C\c2ccc(C)cc2)SC1=S	0%	-0.6%	5	1%	-3%	-2%	7%	-2	-2	-9	4%
CCN(C(=O)COC(=O)C1=COCCO1)c1c(N)n(Cc2ccccc2)c(=O)[nH]c1=O	-1%	-0.2%	/	/	/	0%	11%	-9	-13	11	4%
c1ccc(C2[C@H]3CN(Cc4cccnc4)[C@H](c4ccccc4)C34CC2(c2ccccc2)C4)cc1 (some centres not stated)	-3%	0.4%	-1&4	0%	-3%&0%	4%	8%	/	/	3	0%
COc1ccc2c(ccc[n+]2CC(=O)c2ccccc2)c1	0%	-0.5%	2	-4%	0%	-1%	-15%	-1	-5	-2	8%
COc1cc(NC(=O)C2CCCCN2)ccc1OCC(C)C (configuration not stated)	-1%	-0.2%	1	2%	1%	1%	6%	-19	5	10	-2%
CCOC(=O)/C(C#N)=C1/SC(CCO)C(=O)N1c1ccccc1 (configuration not stated)	-1%	3.6%	0	-1%	4%	?	2%	-2	3	-8	9%
O=C(CSc1nnnn1-c1ccccc1)NC(=O)Nc1ccc2c(c1)OCCO2	0%	-0.2%	-1	-3%	3%	-1%	-4%	-3	0	-15	10%
Cc1ccc(-c2nnn(CC(=O)N3CCN(c4ccccc4)CC3)n2)o1	-1%	-0.5%	-1	-2%	3%	?	-13%	3	12	24	6%
Cc1ccc(Oc2ccccc2/C=C2\SC(=O)N(C)C2=O)cc1	2%	0.1%	4	2%	-2%	6%	/	-3	-6	-9	2%
CCCCC1=CC2=CC(=O)C(C)(OC(=O)c3cccs3)C(=O)C2=CO1 (configuration not stated)	/	/	-2	/	/	/	7%	15	-15	?	/
O=C(O)c1ccc2c(=O)n3c(nc2c1)/C(=C/c1cccc(Cl)c1Cl)CC3	0%	-0.2%	2	/	/	?	1%	6	-7	12	4%
CCOC(=O)c1ccc(NC(=O)CSc2nnc(CNc3ccc(C)cc3)n2C)cc1	-2%	0.1%	2	0%	-1%	?	-2%	-3	5	3	-7%
COc1ccc(Br)cc1/C=C/C(=O)Nc1ccc2ccccc2c1	4%	0.5%	-4	-2%	-4%	11%	-1%	-4	-6	10	-5%
CCCN(CC(=O)Nc1ccccc1C)C(=O)c1cn2ccccc2n1	1%	0.4%	/	/	/	-4%	4%	29	24	2	4%
COC(=O)c1ccc(COc2ccc(/C=N/NC(=O)C(=O)Nc3ccc(OC)cc3)cc2OC)o1	-1%	0.0%	-1	/	-11%	3%	3%	19	-23	12	-8%
CC(C)(C)NS(=O)(=O)c1ccc(NS(=O)(=O)c2ccc(F)cc2)cc1	2%	0.4%	4	-3%	-2%	5%	5%	9	3	-13	-5%
Cc1ccc([N+](=O)[O-])cc1S(=O)(=O)Nc1cccc(-c2ccc(N3CCCC3)nn2)c1	1%	-0.5%	/	/	/	9%	-20%	23	-18	14	15%
CCn1cc(CN2CCCC(C(=O)c3ccc(-c4ccccc4)cc3)C2)cn1 (configuration not stated)	-1%	0.1%	0	2%	0%	11%	-8%	46	-8	15	1%
O=C(C[n+]1ccccc1)N/N=C/c1ccc(Br)cc1	0%	-0.3%	/	/	/	0%	11%	-1	4	3	-2%
CCn1nc(C)c(CNC(=O)CCc2nnc(Cc3c[nH]c4ccccc34)o2)c1C	0%	0.2%	2	-1%	-1%	?	-3%	6	16	-2	-2%
O=C(NCCN1CCOCC1)c1cc2cc(Br)ccc2oc1=O	3%	0.0%	3	2%	0%	?	-2%	-2	-2	6	-3%
CC(C)Cc1cc(C(=O)N2CCC(N3CCC(C(=O)NC4CC4)CC3)CC2)n[nH]1	1%	-0.7%	1	9%	2%	?	3%	2	-5	24	0%
Clc1cccc(Oc2cnc3ccccc3n2)c1	3%	-1.3%	1	-1%	-3%	?	-1%	-15	-33	-1	-11%
CCOc1ccc2nc(NC(=O)C3CCN(C(=O)c4ccco4)CC3)sc2c1	-2%	-0.5%	-1	0%	-1%	11%	4%	-3	19	-5	1%
CCN1C(=O)[C@@H]2[C@H](C1=O)[C@@H]1C(=O)Nc3ccccc3C(=O)N1[C@@H]2c1ccccc1	2%	0.0%	/	/	/	-4%	-1%	2	16	1	-4%
COc1cccc(CN2C(=O)CCC2(C)C(=O)NC2CCCCCC2)c1 (configuration not stated)	0%	0.1%	3	1%	-5%	-1%	2%	6	-5	6	11%
O=C(O)/C=C/c1ccccc1[N+](=O)[O-]	4%	3.0%	3	6%	-3%	-1%	-1%	-1	8	-7	-13%
CC(C)(C)C(=O)NC1CC2CCCC(C1)N2C(=O)Nc1ccccc1Cl (configuration not stated)	3%	-0.4%	-1	3%	0%	1%	-7%	-7	-1	22	2%
CC1CCN(C(=O)CSc2ccc(-c3cccc([N+](=O)[O-])c3)nn2)CC1	-5%	0.2%	3	0%	-2%	2%	0%	-5	21	-5	-6%
Cc1cc([N+](=O)[O-])ccc1NCc1ccccc1	-1%	0.1%	1	6%	-3%	7%	-13%	0	?	19	-6%
COc1ccc(C(=O)N[C@H](C(=O)NCCc2ccc3c(c2)OCCO3)C(C)C)cc1	3%	-0.3%	/	/	/	?	-1%	14	-7	19	-10%
CC(C)(C)c1ccc(OCCC(=O)OCC(=O)NC2CC2)cc1	5%	-0.9%	/	/	/	-8%	-2%	-3	11	-7	-3%
O=C(c1ccc(N2CCOCC2)c([N+](=O)[O-])c1)N1CCCC(C(F)(F)F)C1 (configuration not stated)	1%	0.0%	/	/	/	-4%	1%	3	-7	-9	2%
COc1nnc(-c2ccc(C)c(S(=O)(=O)NCCO)c2)c2ccccc12	2%	-0.9%	0	1%	-21%	-10%	-2%	-6	-8	2	-2%
Cc1cccc(NC(=O)NCCN2CCCCC2)c1	1%	-0.2%	-1	-2%	1%[11.5 µM]	2%	9%	-1	-10	0	-1%
COc1ccc(/C=C2\N=C(SC)NC2=O)cc1	/	/	2	1%	-1%	/	3%	-1	17	8	/
O=C(O)c1ccc(/C=N/O)cc1	2%	0.1%	-2	-1%	-3%	-6%	-1%	-10	1	3	5%
O=C(Nc1nc(-c2ccccc2)cs1)c1ccc(N2CCOCC2)c([N+](=O)[O-])c1	2%	-0.7%	-2	2%	3%	?	-7%	-7	5	4	-11%
C(=N\NCc1ccccc1)/c1ccc2nccnc2c1	0%	0.3%	-1	1%	1%	?	-14%	1	15	2	-3%
O=C(Nc1ccccc1N1CCOCC1)c1ccc(Br)o1	1%	0.3%	8	4%	-2%	-1%	/	-1	6	-10	19%
O=C(CSc1nnc(CNc2ccc(Cl)cc2)o1)Nc1nc2ccccc2s1	0%	-0.5%	2	0%	-3%	?	-1%	-1	-8	24	-7%
